12-LOX inh: blocks human arachidonate 12S-lipoxygenase. purified 12hLO, xylenol orange hydroperoxide absorbance. Potency, µM (doses to about 108 µM), inactives show at the top dose activity change, negative = inhibition, most hits filed as inhibitors. 1.1% of 580,000 active. AID 1671190; also: % is scaled to controls: 0 for no effect and ±100 for the full control effect
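Purified human 12hLO at 150 nM in 25 mM Hepes, 0.01% Triton X-100, pH 7.0, preincubated 15 min at room temperature with compound. Reaction started with 40 uM arachidonic acid, 30 min at room temperature. Hydroperoxide measured by Fe-xylenol orange, 573/405 nm absorbance ratio.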
RGS4 inh: human RGS4 inhibition; 0.039% of 390,000 active; Potency, µM (titrated, usually from 114 µM), without a hit: at the highest dose activity change, negative = inhibition, usual class: inhibitors; Transcreener GDP fluorescence polarization, RGS4-accelerated GTP hydrolysis; P49798; also: % is scaled to controls: 0 for no effect and ±100 for the full control effect; nearly all actives have a fitted effect of over 75% in size; some results filed as inactive show a strong effect at the top dose
Target sequence (P49798 whole entry, looked up): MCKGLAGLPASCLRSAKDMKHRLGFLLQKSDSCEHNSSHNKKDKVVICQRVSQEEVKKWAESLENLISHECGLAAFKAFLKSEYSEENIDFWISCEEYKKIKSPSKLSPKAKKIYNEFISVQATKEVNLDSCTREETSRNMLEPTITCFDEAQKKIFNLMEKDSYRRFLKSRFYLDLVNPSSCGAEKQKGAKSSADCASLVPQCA
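MLSMR compounds (23 nl, pin-transferred) preincubated 10 min at room temperature with a 500nM (2x) first reagent, then RGS4 at 900nM (2x) plus Transcreener GDP mix added; fluorescence polarization (620/688 nm) read before and after 90 min at 30 °C.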
Vif-APOBEC3F blk: Vif-A3F binding inhibition. HeLa A3F-eYFP + Vif (tagged APOBEC3F with the HIV-1 protein that degrades it), YFP fluorescence increase. Potency, µM (top dose mostly 46.1 µM), for inactives: top-dose activity, negative = active. 0.2% of 390,000 active; also: % of control where 0% means no effect; nearly all actives have a fitted effect of over 65% in size
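HeLa cells stably expressing Vif plus C-terminally eYFP-tagged A3F were seeded, incubated overnight at 37 deg C, dosed with compound, incubated overnight again at 37 deg C. Yellow fluorescence (Ex 488/Em 500-530) reported blocked Vif-mediated A3F-eYFP degradation.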
rTrxR1 inhibitor: rat TrxR1 inhibition; O89049; recombinant rTrxR1, NADPH fluorescence consumption, selenite substrate; Potency, µM (top dose mostly 114 µM), without a hit: top-dose activity change, negative = inhibition, actives largely listed as inhibitors; 1% of 390,000 active; AID 588453; also: % is scaled to controls: 0 for no effect and ±100 for the full control effect; nearly all actives have a fitted effect of over 65% in size
Target sequence (O89049 whole entry, looked up): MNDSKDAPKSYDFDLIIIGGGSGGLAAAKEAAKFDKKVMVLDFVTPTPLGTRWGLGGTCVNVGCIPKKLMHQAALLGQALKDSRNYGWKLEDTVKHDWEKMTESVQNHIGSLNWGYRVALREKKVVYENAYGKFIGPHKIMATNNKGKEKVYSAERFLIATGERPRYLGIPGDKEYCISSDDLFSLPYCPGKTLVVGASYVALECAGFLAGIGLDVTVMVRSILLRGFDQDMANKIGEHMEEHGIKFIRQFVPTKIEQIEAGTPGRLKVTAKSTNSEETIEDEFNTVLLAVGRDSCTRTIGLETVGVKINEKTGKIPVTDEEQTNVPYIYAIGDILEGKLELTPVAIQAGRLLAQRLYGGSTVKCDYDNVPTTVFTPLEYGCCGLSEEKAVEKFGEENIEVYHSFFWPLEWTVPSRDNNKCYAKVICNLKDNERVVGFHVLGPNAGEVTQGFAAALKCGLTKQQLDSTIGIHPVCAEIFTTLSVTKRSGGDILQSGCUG
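Rat TrxR1 (90 nM in the dispensed reagent) was pre-reduced with 400 uM NADPH for 5 min at room temperature, then incubated with compound for 15 min. After 400 uM selenite was added, NADPH fluorescence (Ex 340/Em 450 nm) was followed for 8 min.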
IDH1 R132H inh: blocks human mutant IDH1 R132H enzyme | O75874 | IDH1-R132H enzyme, NADPH consumption, diaphorase/resazurin fluorescence | Potency, µM (top dose mostly 76.6 µM), for the others: top-dose activity change, negative = inhibition, usual class: inhibitors | 0.093% of 390,000 active; also: % is scaled to controls: 0 for no effect and ±100 for the full control effect; nearly all actives have a fitted effect of over 65% in size
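IDH1-R132H (0.5 ug/mL dispensed) in pH 7.5 Tris buffer was preincubated 30 min with compound, then given a substrate mix of 0.016 mM NADPH and 2 mM alpha-KG for 80 min at room temperature; remaining NADPH was read by diaphorase/resazurin fluorescence.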
USP1-UAF1 inh: USP1/UAF1 (human) deubiquitinase inhibition. Potency, µM (titrated, usually from 57.1 µM), without a hit: top-dose activity change, negative = inhibition, actives largely listed as inhibitors. 0.23% of 390,000 active. recombinant USP1/UAF1, Ub-Rhodamine cleavage fluorescence. O94782; also: % is scaled to controls: 0 for no effect and ±100 for the full control effect; nearly all actives have a fitted effect of over 60% in size; inactives centre near -12
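Step one: compound is pinned into 1nM USP1/UAF1 in HEPES pH 7.8 buffer with TCEP. Step two: 15 min room-temperature incubation. Step three: Ub-Rho (150nM final) starts cleavage, tracked by fluorescence over six one-minute reads.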
Vif-A3G inh: blocks the Vif interaction with human APOBEC3G. Q9HC16. HeLa A3G-eYFP + Vif (tagged APOBEC3G with the HIV-1 protein that degrades it), YFP fluorescence, overnight. Potency, µM (doses to about 46.1 µM), for the others: at the highest dose activity, negative = active, most hits filed as inhibitors. 0.076% of 410,000 active;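 also: % is scaled to controls: 0 for no effect and ±100 for the full control effect; nearly all actives have a fitted effect of over 60% in size; hits raise eYFP signal because A3G escapes Vif-driven loss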
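Read-out is eYFP fluorescence (Ex 488/Em 500-530) from Vif-expressing HeLa A3G-eYFP cells; more signal means A3G escaped Vif-mediated degradation. Cells plated overnight, compound pinned in, incubated overnight at 37 deg C.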
TrxR1 substrate: is turned over as a substrate by rat TrxR1 | O89049 | purified TrxR1 substrate turnover, NADPH consumption readout | Potency, µM (titrated, usually from 114 µM), without a hit: at the highest dose activity change, negative = substrate turnover | 0.01% of 390,000 active | AID 588456; also: % is scaled to controls: 0 for no effect and ±100 for the full control effect; nearly all actives have a fitted effect of over 50% in size
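Rat TrxR1, dispensed at 90 nM, was prereduced with 400 uM NADPH (final) for 5 min at ~22 deg C, then incubated with compound 15 min before 400 uM selenite. A first-read NADPH fluorescence drop versus no-compound background flagged substrates.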
RXFP1 agonist: activates the human relaxin receptor RXFP1; Potency, µM (doses to about 57.5 µM), without a hit: at the highest dose activation, usual class: activators; HEK293T-RXFP1 cAMP TR-FRET, 30 min; response scale: percent of porcine relaxin response, buffer zero; 0.3% of 370,000 active; also: % is scaled to controls: 0 for no effect and ±100 for the full control effect; nearly all actives have a fitted effect of over 60% in size; many of its hits are not listed in these tables
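HEK293T cells stably expressing RXFP1 were pretreated with the PDE4 inhibitor Ro 20174, exposed to compounds for 30 min at 37C, lysed, and cAMP was read by TR-FRET. Data normalized to buffer (basal) and 29 nM porcine relaxin (100%).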
The depositor's hits bear a star; ? = inconclusive; nt = no result given; [ ] = another dose, or the depositor's remark. Calls follow the shape of the dose curve; as a rule, active = well fitted curve in the direction sought with a large enough effect; inconclusive = small, poorly fitted or top-dose-only effect, or another doubt; inactive = no such curve, though single readings can be large; an effect the other way counts as inactive or inconclusive. Potency is read from the fitted curve at half-maximal effect. A portion of the library; rates above refer to the full screens.

The opening 2 records as a preview:
Structure	Vif-APOBEC3F blk	TrxR1 substrate	IDH1 R132H inh	Vif-A3G inh	RGS4 inh	USP1-UAF1 inh	RXFP1 agonist	rTrxR1 inhibitor	12-LOX inh
COc1ccc(S(=O)(=O)N2CCN(CC(O)COc3ccc(C#N)cc3)CC2)cc1OC (stereo not given)	2%	-5%	3%	-1%	5%	-4%	-0.2%	17%[57.1 µM]	19%
CCCS(=O)(=O)N1CC(=O)N(c2ccc(C)cc2C)C(C)(C(=O)NC2CCCCCC2)C1 (stereo not given)	-2%	-2%	-5%	2%	23%	0%	-1.5%	12%	-23%

The listing (from the top)
Structure	Vif-APOBEC3F blk	TrxR1 substrate	IDH1 R132H inh	Vif-A3G inh	RGS4 inh	USP1-UAF1 inh	RXFP1 agonist	rTrxR1 inhibitor	12-LOX inh
COc1ccc(S(=O)(=O)N2CCN(CC(O)COc3ccc(C#N)cc3)CC2)cc1OC (stereo not given)	2%	-5%	3%	-1%	5%	-4%	-0.2%	17%[57.1 µM]	19%
CCCS(=O)(=O)N1CC(=O)N(c2ccc(C)cc2C)C(C)(C(=O)NC2CCCCCC2)C1 (stereo not given)	-2%	-2%	-5%	2%	23%	0%	-1.5%	12%	-23%
COc1ccc(N2CCN(Cc3cccn3-c3nnc(N4CCN(C5CCCCC5)CC4)s3)CC2)cc1	3%	-2%	-2%	1%	-21%	-22%	-1.7%	8%	-1%
CCC1CCCCN1CCNC(=O)C1CCN(S(=O)(=O)c2cccc3nsnc23)CC1 (stereo not given)	3%	6%	5%	1%	-47%	-19%	0.2%	19%	8%
O=C(NC1CC1)C1CCN(C2CCN(C(=O)/C=C/c3ccc(F)cc3)CC2)CC1	-10%	-17%[57.1 µM]	3%	-2%	-20%	-14%	1.8%	24%[57.1 µM]	1%
O=C(CN1C(=O)CC(c2ccco2)Sc2ccccc21)Nc1ccc(C(F)(F)F)cc1 (stereo not given)	6%	-5%	-7%	2%	18%	-14%	-0.9%	12%	-15%
Cc1nn(Cc2ccccc2)c(=O)n1N(C)c1ncc(C(F)(F)F)cc1Cl	-2%	0%	3%	-2%	26%	-21%	-1.4%	-1%	-23%
COc1ccc(CN=C(C#N)C2=C(O)c3ccccc3C2=O)cc1	5%	-7%	5%	1%	14%	-12%	-0.8%	22%	?
COC(=O)c1ccsc1NC(=O)c1ccc2c(c1)OCCO2	0%	27%	-2%	0%	-11%	?	1.0%	23%	-2%
COc1ccc(C2N(C(C)=O)CCCN2S(=O)(=O)c2ccc(C)cc2)cc1 (stereo not given)	10%	0%[57.1 µM]	3%	-1%	-9%	-16%	4.9%	9%[57.1 µM]	-12%
O=C(Nc1ccc(Cc2ccncc2)cc1)c1ccc(S(=O)(=O)N2CCOCC2)cc1	-5%	-8%	3%	2%	-8%	-4%	0.0%	4%	24%
CCOc1ccc(C(=O)NCc2nc3cccnc3n2Cc2cccc(OC)c2)cc1	1%	-8%[57.1 µM]	0%	1%	-13%	-7%	1.0%	1%[57.1 µM]	-15%
O=C(Nc1cc(Cl)ccc1O)C1CC(c2ccccc2Cl)=NO1 (stereo not given)	-11%	-11%	-10%	-10%	-17%	-20%	-2.8%	-11%	?
O=C1OCC/C1=C\NCCCCCCCCN/C=C1\CCOC1=O	-9%	nt	-6%	-2%	nt	7%	nt	nt	-12%
CN(C)c1ccc(P(=O)(OCc2ccccc2)C(O)c2cccnc2)cc1 (stereo not given)	-13%	8%	-1%	-2%	8%	-9%	-1.3%	6%	0%
CCC(C)c1ccc(OCc2ccc(C(=O)O)o2)cc1 (stereo not given)	1%	-12%	-13%	0%	12%	-11%	-1.1%	-25%	6%
CCOC(=O)CNC(=O)CSc1ccc(-c2nc3ccccc3[nH]2)cn1	-3%	39%[activator]	1%	-6%	-5%[56.9 µM]	-21%	2.2%	0%	0%
COc1ccc(NC(=S)NCc2cccs2)c(OC)c1	4%	4%	0%	0%	12%	-12%	1.3%	3%	-8%
CC(NC(=O)COC(=O)CCNC(=O)c1ccco1)C12CC3CC(CC(C3)C1)C2 (stereo not given)	5%	8%[57.1 µM]	1%	1%	21%	-9%	3.8%	10%	50%[activator]
C=CCN1C(=O)SC(Cc2cccc(OC)c2O)C1=O (stereo not given)	-2%	-19%[57.1 µM]	6%	-1%	-20%	-18%	0.7%	22%[57.1 µM]	?
COCCNC(=O)c1ccc2c(Cl)c3c(nc2c1)CCC3	9%	4%[57.1 µM]	3%	2%	-9%	-13%	2.8%	10%[57.1 µM]	52%[activator]
CN(C(=O)NCc1noc2ccccc12)c1cccc(Cl)c1	3%	-3%	25%	1%	11%	0%	-0.2%	5%	0%
COc1ccc(N2CCN(CC(=O)Nc3c(C)cc(C)cc3C)CC2)cc1	-5%	-6%	5%	1%	34%	-5%	0.3%	11%	?
COc1ccc(/C=N/Nc2cc(N3CCCC3)nc(N3CCCC3)n2)cc1	-8%	0%	-11%	-1%	-16%	?	-1.8%	30%	?

Limited to USP1-UAF1 inh, for some of the entries so far:
| Molecule | USP1-UAF1 inh |
| --- | --- |
| O=C(Nc1cc(Cl)ccc1O)C1CC(c2ccccc2Cl)=NO1 (stereo not given) | -20% |
| O=C1OCC/C1=C\NCCCCCCCCN/C=C1\CCOC1=O | 7% |

Further results
Structure	Vif-APOBEC3F blk	TrxR1 substrate	IDH1 R132H inh	Vif-A3G inh	RGS4 inh	USP1-UAF1 inh	RXFP1 agonist	rTrxR1 inhibitor	12-LOX inh
CNS(=O)(=O)c1ccc2c3c(cccc13)C(=O)N2	5%	86%[activator][57.1 µM]	5%	1%	12%	6%	8.5%	?	-6%
N#Cc1c(Oc2ccc3ccccc3c2)sc(C(=O)c2ccccc2)c1N	-1%	11%[57.1 µM]	0%	0%	28%	-11%	1.4%	22%[57.1 µM]	1%
N#Cc1ccc(CSc2nnc(-c3ccncc3)o2)cc1	10%	-6%	-2%	-3%	14%	-11%	4.9%	5%	-2%
Cc1ccc(-c2nnc(SC(C)C#N)n2N)cc1 (stereo not given)	7%	-12%	2%	0%	-7%	-10%	1.3%	-16%	2%
COc1ccc(COC(=O)N/N=C(\C)CC(=O)Nc2ccc(Cl)cc2)cc1	-2%	-6%	-2%	-2%	6%	-8%	-0.4%	-3%	-24%
C=CCc1ccc(OCCOCCNCCOC)c(OC)c1	-2%	-5%	1%	-3%	7%	5%	1.2%	-17%	-3%
Cc1ccc(-c2noc(CSc3nnc(C)n3-c3ccc(F)cc3)n2)cc1	-1%	0%	0%	5%	-23%	-23%	8.7%	7%	-16%
Cc1ccc(OCC(=O)O/N=C(\N)c2ccncc2)c(C)c1	11%	2%	6%	-1%	-2%	-19%	3.2%	15%	16%
COc1ccc(CN=CC2=C(O)CNC2=O)cc1	7%	-6%[57.1 µM]	8%	2%	-23%	-18%	1.8%	7%[57.1 µM]	12%
O=C(O)c1ccccc1NC(=O)c1ccccc1-c1ccccc1C(=O)O	2%	-5%	-6%	4%	8%	-14%	1.9%	14%	?
O=C(C1CC1)N1CCN(Cc2ccccc2)CC1	-1%	4%[11.4 µM]	-12%	-1%	-52%	?	nt	8%	134%[activator]
CC(Sc1n[nH]c(-c2cccs2)n1)C(=O)Nc1ccccc1F (stereo not given)	-4%	2%	-19%	0%	18%	-8%	-0.8%	22%	5%
Cc1c(C(=O)N2CCCCC2)nn(-c2ccc(Cl)cc2)c(=O)c1C#N	-2%	2%[57.1 µM]	5%	0%	-4%	-20%	4.0%	10%	-17%
CCOC(=O)c1c(C)[nH]c(C)c1C(=O)COc1ncnc2ccccc12	8%	-5%	15%	-5%	?	1%	-0.2%	17%[57.1 µM]	-10%
CCCCCCCCNS(=O)(=O)CCNCc1ccccc1	1%	2%	14%	0%	-16%	-27%	nt	15%	26%
O=C(CCn1c(=O)oc2ccccc21)NCCC1=CCCCC1	-11%	1%	0%	0%	11%	-4%	1.9%	5%	-1%
CCOc1ccc(Oc2c(C)oc3cc(O)ccc3c2=O)cc1	5%	66%[activator]	0%	1%	-2%	-19%	-3.5%	10%	-2%
CC(NC(=O)CSc1ncnc2nc[nH]c12)c1ccccc1 (stereo not given)	0%	5%	-4%	0%	5%	-15%	2.2%	10%	-17%
CCOc1ccc(S(=O)(=O)NCc2ccncc2)cc1	-7%	11%	3%	3%	5%	-21%	-0.2%	15%	2%
CC1CC(OCC(O)CN2CCOCC2)CC(C)(C)C1 (stereo not given)	-1%	-2%	1%	3%	30%	-6%	2.2%	-2%	-2%
C=Cc1ccc(C(=O)NC2CCCN(Cc3ccccc3F)C2)cc1 (stereo not given)	-4%	10%[2.29 µM]	-2%	1%	12%	-14%	0.2%	19%[57.1 µM]	?
COc1ccc(C2N(c3ccc4c(c3)OCCO4)C(=O)C2(F)F)cc1OC (stereo not given)	-2%	1%	-1%	0%	-23%	-21%	6.2%	?	6%

Screening data: PubChem, National Center for Advancing Translational Sciences (NCATS)
